FEN1 inh – human FEN1 inhibition. P39748. Recombinant FEN1 flap cleavage, fluorescence, 15 min. Potency, µM (highest dose often 114 µM), inactives show at the highest dose activity change, negative = inhibition, hits mostly inhibitors. 0.35% of 390,000 active; note: nearly all actives have a fitted effect of over 65% in size
Target sequence (P39748 whole entry, looked up): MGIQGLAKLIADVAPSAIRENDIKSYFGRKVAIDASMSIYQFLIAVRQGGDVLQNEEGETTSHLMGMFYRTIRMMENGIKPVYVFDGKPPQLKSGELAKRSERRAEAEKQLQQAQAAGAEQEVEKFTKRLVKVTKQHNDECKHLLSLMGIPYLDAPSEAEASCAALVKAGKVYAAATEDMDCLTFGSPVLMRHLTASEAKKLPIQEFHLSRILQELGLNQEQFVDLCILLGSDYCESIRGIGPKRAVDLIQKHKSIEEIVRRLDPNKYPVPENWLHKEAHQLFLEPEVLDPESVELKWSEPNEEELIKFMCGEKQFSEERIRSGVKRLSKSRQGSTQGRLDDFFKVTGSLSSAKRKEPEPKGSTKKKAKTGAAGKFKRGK
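Concentration–response screening of FEN1 (10 nM): 15 min compound preincubation at room temperature, reaction started with 50 nM substrate and read at 0 and 15 min. Corrected, normalized data were fitted by a four-parameter Hill equation.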
TDP1 block – TDP1 (human) enzyme inhibition; Q9NUW8; recombinant TDP1, AlphaScreen DNA substrate cleavage; Potency, µM (titrated, usually from 130 µM), inactives show top-dose activity change, negative = inhibition, most hits filed as inhibitors; 0.28% of 350,000 active; note: nearly all actives have a fitted effect of over 40% in size
Target sequence (Q9NUW8 whole entry, looked up): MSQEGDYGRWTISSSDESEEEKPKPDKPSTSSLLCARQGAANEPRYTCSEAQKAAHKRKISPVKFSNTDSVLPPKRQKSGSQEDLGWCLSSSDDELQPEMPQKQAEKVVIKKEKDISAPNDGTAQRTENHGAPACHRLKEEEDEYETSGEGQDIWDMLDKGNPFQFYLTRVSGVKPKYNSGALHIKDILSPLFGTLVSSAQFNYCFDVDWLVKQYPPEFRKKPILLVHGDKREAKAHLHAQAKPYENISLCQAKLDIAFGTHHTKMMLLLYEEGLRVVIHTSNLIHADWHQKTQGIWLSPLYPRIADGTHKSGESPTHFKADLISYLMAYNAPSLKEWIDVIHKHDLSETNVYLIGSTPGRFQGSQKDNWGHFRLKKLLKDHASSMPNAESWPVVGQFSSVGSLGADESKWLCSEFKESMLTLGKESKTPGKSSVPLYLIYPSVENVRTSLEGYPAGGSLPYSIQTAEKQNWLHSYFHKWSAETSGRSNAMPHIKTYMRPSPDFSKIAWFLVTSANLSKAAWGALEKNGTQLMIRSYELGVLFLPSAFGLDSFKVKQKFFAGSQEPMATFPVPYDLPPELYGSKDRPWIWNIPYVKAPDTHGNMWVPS
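Signal: AlphaScreen proximity between streptavidin donor and anti-FITC acceptor beads on intact substrate. Reaction: Tdp1 1 nM, substrate 15 nM final, 5 min RT after 15 min compound preincubation.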
N370S GC – inhibitors or activators of N370S glucocerebrosidase for Gaucher disease; N370S GC spleen homogenate, 4MU-glucoside fluorescence; AID 2101; 0.092% of 330,000 active; P04062; Potency, µM (series often up to 59.4 µM), inactives show at the highest dose activity change, negative = inhibition, usual class: inhibitors;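 note: 0% = full enzyme activity and -100% = no enzyme basal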
An asterisk follows results filed as active; ? = inconclusive; . = no result given; & = joins results of further samples; [ ] = remark or other dose. Calls come from the whole dose curve; as a rule, active = well fitted curve in the direction sought with a large enough effect; inconclusive = small, poorly fitted or top-dose-only effect, or another doubt; inactive = no such curve, though single readings can be large; an effect the other way counts as inactive or inconclusive. Unless noted, % is set by controls: 0 for no effect and ±100 for the full control effect; potency is the fitted concentration of half-maximal effect.

SMILES | FEN1 inh | TDP1 block | N370S GC
COc1ccc(NC(=O)Cn2nnc(-c3ccccc3NC(=O)c3ccco3)n2)cc1 | 1% | 4% | 4%
CCn1c(SCC(=O)NC2CCCC2)nnc1-c1ccccn1 | 17% | 0% | -5%
N#Cc1c(N)nc2c3c(sc(=N)c2c1N)NC(=O)CC3c1c(F)cccc1Cl (stereo not drawn) | 0% | 4% | 5%
O=C(NCC1CCCN(Cc2cccc(OCCO)c2)C1)c1ccc(F)cc1 (stereo not drawn) | -3% | 3% | 0%
COc1ccc(-n2c(=O)n(Cc3ccccc3)c(=O)c3[nH]cnc32)cc1 | -11% | 0% | 16%
COc1cc2cnc(-c3ccsc3)cc2cc1OC | -8% | 0% | .
COc1ccc(S(=O)(=O)N(C)CC(=O)NCc2ccccc2)cc1OC | -1% | . | -27%
Cc1cc(=O)[nH]c2ccccc12 | -10%&14% | 2% | 10%
COc1ccc(NC(=O)c2ccc3c(c2)C(=O)N(CC2CCCO2)C3=O)c(OC)c1 (stereo not drawn) | 13% | -3% | 8%
CN1CCN(NC(=O)NC2CCCCC2)CC1 | -5% | 1%[56.1 µM] | 0%
COc1ccc(-c2noc(-c3nnn(-c4ccc(C(C)C)cc4)c3C)n2)cc1OC | -8% | 3% | .
COc1ccc(S(=O)(=O)Nc2cc3c4c(c2)CC(=O)N4CCC3)cc1 | -3% | . | -3%
Cc1nc2sccn2c(=O)c1S(=O)(=O)Nc1cc(C(F)(F)F)ccc1Cl | 2% | 5% | .
CC1CCN(C(=O)c2ccc(N3C(=O)C4CCC(C)CC4C3=O)cc2)CC1 (stereo not drawn) | 2% | 0% | 10%
CC(C)NC(=O)N(C)C[C@H]1Oc2c(NC(=O)c3ccc(-c4nccs4)cc3)cccc2C(=O)N([C@@H](C)CO)C[C@H]1C | 17% | 0% | .
Cc1ccc(NNC(N)=S)cc1Cl | -12% | . | 1%
O=C(CSc1nnc(-c2ccccn2)o1)Nc1ccccc1F | 1% | 1% | 0%
Cn1c(-c2ccsc2)c(-c2cccs2)c2cc(Br)ccc21 | 11% | 0% | .
COc1ccc(-c2nc(SCC(=O)NCc3ccccc3Cl)n[nH]2)cc1 | -17% | 0% | .
CN(CCc1ccccn1)C(=O)CCC1CCCN(C(=O)c2c3c(nn2C)CCCC3)C1 (stereo not drawn) | -1% | 3% | 0%
CC1(C)[C@H]2CC=C(CN3CCC(N4CCC(C(=O)N5CCCC5)CC4)CC3)[C@@H]1C2 | 8% | 1% | -4%
O=C(CNC(=O)c1ccccc1)Nc1cccc(C(F)(F)F)c1 | 4% | -1% | -10%
COc1ccc(C(=O)C2CCCN(C(=O)c3csc(C(C)=O)c3)C2)c(C)c1 (stereo not drawn) | -9% | 3% | -1%
Cc1ccc(C(=O)Oc2oc(-c3ccco3)nc2C=Nc2ccc(Cl)cc2)cc1 | -4% | 6% | 11%
Cc1nn(C)c(=O)n1-c1ccccc1 | 6% | -1% | -11%
CCOC(=O)c1cnc(-c2ccccc2)nc1Oc1ccc(Cl)cc1 | -2% | -2% | -11%
Cc1cc(C(=O)Nc2sccc2C#N)c2ccccc2n1 | -15% | 4% | 1%
CCOc1ccccc1NC(=O)COC(=O)c1c[nH]c2ccccc12 | -1% | 0% | -8%
CCOC(=O)C(CC)Sc1ccc2nnc(-c3ccc(F)cc3)n2n1 (stereo not drawn) | 9% | 1% | .
COc1cccc(NC(=O)C2CCC(CNS(=O)(=O)c3cccs3)CC2)c1 (stereo not drawn) | 4% | 3% | -4%

For reference, 22 of the compounds above.
SMILES | FEN1 inh | TDP1 block | N370S GC
COc1cc2cnc(-c3ccsc3)cc2cc1OC | -8% | 0% | .
COc1ccc(S(=O)(=O)N(C)CC(=O)NCc2ccccc2)cc1OC | -1% | . | -27%
Cc1cc(=O)[nH]c2ccccc12 | -10%&14% | 2% | 10%
COc1ccc(NC(=O)c2ccc3c(c2)C(=O)N(CC2CCCO2)C3=O)c(OC)c1 (stereo not drawn) | 13% | -3% | 8%
CN1CCN(NC(=O)NC2CCCCC2)CC1 | -5% | 1%[56.1 µM] | 0%
COc1ccc(-c2noc(-c3nnn(-c4ccc(C(C)C)cc4)c3C)n2)cc1OC | -8% | 3% | .
COc1ccc(S(=O)(=O)Nc2cc3c4c(c2)CC(=O)N4CCC3)cc1 | -3% | . | -3%
Cc1nc2sccn2c(=O)c1S(=O)(=O)Nc1cc(C(F)(F)F)ccc1Cl | 2% | 5% | .
CC1CCN(C(=O)c2ccc(N3C(=O)C4CCC(C)CC4C3=O)cc2)CC1 (stereo not drawn) | 2% | 0% | 10%
CC(C)NC(=O)N(C)C[C@H]1Oc2c(NC(=O)c3ccc(-c4nccs4)cc3)cccc2C(=O)N([C@@H](C)CO)C[C@H]1C | 17% | 0% | .
Cc1ccc(NNC(N)=S)cc1Cl | -12% | . | 1%
O=C(CSc1nnc(-c2ccccn2)o1)Nc1ccccc1F | 1% | 1% | 0%
Cn1c(-c2ccsc2)c(-c2cccs2)c2cc(Br)ccc21 | 11% | 0% | .
COc1ccc(-c2nc(SCC(=O)NCc3ccccc3Cl)n[nH]2)cc1 | -17% | 0% | .
CN(CCc1ccccn1)C(=O)CCC1CCCN(C(=O)c2c3c(nn2C)CCCC3)C1 (stereo not drawn) | -1% | 3% | 0%
CC1(C)[C@H]2CC=C(CN3CCC(N4CCC(C(=O)N5CCCC5)CC4)CC3)[C@@H]1C2 | 8% | 1% | -4%
O=C(CNC(=O)c1ccccc1)Nc1cccc(C(F)(F)F)c1 | 4% | -1% | -10%
COc1ccc(C(=O)C2CCCN(C(=O)c3csc(C(C)=O)c3)C2)c(C)c1 (stereo not drawn) | -9% | 3% | -1%
Cc1ccc(C(=O)Oc2oc(-c3ccco3)nc2C=Nc2ccc(Cl)cc2)cc1 | -4% | 6% | 11%
Cc1nn(C)c(=O)n1-c1ccccc1 | 6% | -1% | -11%
CCOC(=O)c1cnc(-c2ccccc2)nc1Oc1ccc(Cl)cc1 | -2% | -2% | -11%
Cc1cc(C(=O)Nc2sccc2C#N)c2ccccc2n1 | -15% | 4% | 1%

The listing continues:
SMILES | FEN1 inh | TDP1 block | N370S GC
O=C(NNC1=C(C(=O)C(F)(F)F)CCC1)c1ccncc1 | 3% | 5% | -6%
CCSc1ncc(/C=N/Nc2ccc(F)cc2)n1C | 6% | 11% | -4%
Cc1ccc(C(=O)OCC(=O)N(C)C2CCS(=O)(=O)C2)cc1[N+](=O)[O-] (stereo not drawn) | -7% | 5% | -1%
Cc1ccc(C)c(N2CCN(C(=O)c3ccc4c(=O)n5c(nc4c3)CCCCC5)CC2)c1 | -4% | . | ?
O=C(c1ccccc1Br)N1CCN(Cc2ccc3c(c2)OCO3)CC1 | 1% | 6% | 1%
COc1ccc(N2CCN(CCNC(=O)Nc3cccc(C)c3C)CC2)cc1 | -6% | . | -9%
COc1cccc(-c2c(C(=O)N/N=C(\C)c3ccco3)nnn2-c2nonc2N)c1 | -4% | 7% | -5%
C1=C(c2ccccc2)Nc2nnnn2C1 | -9% | -10% | 13%
COC(=O)C(CCSC)NC(=O)c1cc2c(n(-c3ccc(OC)cc3)c1=O)CC(C)(C)CC2=O (stereo not drawn) | 16% | 2% | .
COc1ccc(NC(=O)CS(=O)c2cccc(Cl)c2)cc1 (stereo not drawn) | -1% | 3% | -4%
CCOC(=O)c1cc(-c2ccc(C#N)cc2)nc2c1c(C)nn2CCC#N | -9% | 2% | 7%
Cc1ccc(S(=O)(=O)NCCC(=O)N2CCN(C/C=C/c3ccccc3)CC2)cc1 | 4% | 1% | .
COC(=O)c1ccc(C)c(-n2c(C)cc(C=O)c2C)c1 | -11% | 0% | ?
Cc1ccc2c(c1)C(c1ccccc1)N(C(=O)c1ccc(S(=O)(=O)N3CCOCC3)cc1)CC(=O)N2 (stereo not drawn) | -6% | 3% | 22%
O=C(Nc1cc(F)ccc1F)c1cccc(-n2cnnn2)c1 | -11% | 1% | -7%
Cn1ccnc1SCC(=O)c1ccc(O)cc1 | -3% | 0% | -1%
CCN(CC)CCn1c(SCC(=O)NCc2ccccc2)nc2c(sc3ccccc32)c1=O | 3% | 0% | -3%
COC(=O)c1sc(=S)n(-c2ccccc2OC)c1N | 3% | -8% | ?
CC/C(C)=N/O | . | 5% | -8%
O=S(=O)(NC1CCCCCCC1)c1ccccc1 | -2% | . | 1%
CC(C)C(=O)Nc1ccc(C(=O)N/N=C/c2cc(Br)cc(Br)c2O)cc1 | 7% | 9% | -1%
CC1=C(C(=O)OCc2ccccc2)C(c2ccc(C(F)(F)F)cc2)NC(=O)N1CCCCCC(=O)O (stereo not drawn) | -6% | -4%&1% | 10%&5%
CCC(C)(C)n1nnnc1C(C(C)C)N(CCN1CCOCC1)Cc1cc2cccc(C)c2[nH]c1=O (stereo not drawn) | 31% | 6% | -2%
COc1ccc(CNc2nc(NCc3ccc(OC)cc3)c3[nH]cnc3n2)cc1 | 3% | 6% | -6%
Cc1ccc(CNC(=O)C2CCCCC2C(=O)O)cc1 (stereo not drawn) | 14% | 3% | 1%
COC(=O)c1cc2c(cc1Cl)SC(=NCCCN1CCOCC1)NS2(=O)=O | 8% | 4% | -2%
Cc1ccc(Oc2ccccc2NC(=O)CSCC(=O)Nc2cc(C)on2)cc1 | 6% | -6%[0.505 µM] | -4%
COc1ccc(-n2c(C)cc(C(=O)COC(=O)Cn3cnc4ccccc43)c2C)cc1 | -3% | 8% | -6%
Cc1cccc(-n2nc3c(c2NC(=O)C(C)C)CSC3)c1 | 13% | 1% | -3%
Clc1ccc(-c2csc(N3CCN(c4ccccc4)CC3)n2)cc1 | -3% | 5% | 1%

Two entries picked at random from the list so far, as already listed:
SMILES | FEN1 inh | TDP1 block | N370S GC
COC(=O)c1cc2c(cc1Cl)SC(=NCCCN1CCOCC1)NS2(=O)=O | 8% | 4% | -2%
COc1cc2cnc(-c3ccsc3)cc2cc1OC | -8% | 0% | .

Additional structures:
SMILES | FEN1 inh | TDP1 block | N370S GC
O=C(O)/C=C/c1ccc(S(=O)(=O)Nc2cccnc2)cc1 | -3% | . | -18%
COc1ccc2c(=O)c3c(=O)n(Cc4ccco4)c(-c4ccccc4)nc3oc2c1 | -7% | 7% | 14%
CCOC(=O)Cc1ncccc1C(=O)Nc1ccc(OC)cc1 | -13% | -3% | 3%
COc1ccc(NC(=O)c2cc3cc(C)ccc3[nH]2)cc1 | 0% | 1% | .
O=C(CN1C(=O)NC(c2ccccc2)(c2ccccc2)C1=O)NCc1cccs1 | 3% | 0%[56.1 µM] | .
CCOC(=O)Nc1c(C(=O)OC)[nH]c2cccc(OC)c12 | 7% | 2% | -7%
COCCN(C(=O)CCCC(=O)Nc1ccccn1)C(C(=O)NC1CCCCC1)c1ccc(C)cc1 (stereo not drawn) | -3% | 2% | -12%
Cc1cc(NC(=O)CSC2=NS(=O)(=O)c3cc(F)ccc3N2)no1 | 11% | -5%[0.505 µM] | -2%
CSc1ccc(/C=C2/C(C)=C(CC(=O)O)c3cc(F)ccc32)cc1 | . | 16% | -5%
O=C(COC(=O)c1ccc(O)cc1)NCc1ccc2c(c1)OCO2 | -20% | 3% | 4%
COc1ccc(C(C)C)cc1S(=O)(=O)N1CCN(C)CC1 | -5% | 0% | 0%
O=[N+]([O-])c1cc(S(=O)(=O)N2CCCC2)ccc1NN=C1CCCC1 | -4% | 11% | 4%
COc1cc(OC)c(N(C)C(=O)c2sc3nc4n(c(=O)c3c2C)CCCCC4)cc1Cl | -14% | -3% | .
CCOC(=O)c1[nH]c2c(c1Cc1ccccc1)C(=O)CC(c1ccc(OC)cc1)C2 (stereo not drawn) | -3% | 2% | .
COc1cc(SC#N)ccc1N=Cc1c(C)[nH]n(-c2cccc3ccccc23)c1=O | 0% | 6% | -8%
Cc1ccc(C)c(Cn2c(SCC(=O)N(C)Cc3ccccc3)nc3ccccc32)c1 | -2% | -11% | .
CC(C)C(C(=O)NC(C)(C)C)N1C(=O)c2ccccc2C1=O (stereo not drawn) | -14% | 1% | -3%
O=C1CCCC2=C1C(c1ccc(Cl)cc1)N=C(Nc1nc3ccccc3o1)N2 (stereo not drawn) | -16% | 1% | .
O=C(Nc1cc(Cl)c(Cl)cc1Cl)c1cccnc1 | -1% | . | -4%
CCn1c(SCc2ccc(C(=O)Nc3nccs3)cc2)nnc1-c1ccc(NC(C)=O)cc1 | 1% | 4% | 7%[12.8 µM]
CC1C/C(=N/NC(=O)c2cccc(F)c2)c2ccc(O)cc2C1 (stereo not drawn) | 7% | 0% | 6%
OC1(c2cn(Cc3ccccc3)nn2)CCCCC1 | 10% | 4% | 6%

Compound activity from PubChem BioAssay.
